AHR act – AHR activators, primary screen, cell-based, luminescence, luciferase reporter, human. Aryl hydrocarbon receptor (Homo sapiens), P35869. AHR-responsive luciferase reporter cells. activation, % at 5 µM. hit rate 2.5% among 320,000. AID 2796, 2010; in the data active = activation above about 47%;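 note: 0% = vehicle wells and 100% = reference agonist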
Target sequence (P35869 whole entry, looked up): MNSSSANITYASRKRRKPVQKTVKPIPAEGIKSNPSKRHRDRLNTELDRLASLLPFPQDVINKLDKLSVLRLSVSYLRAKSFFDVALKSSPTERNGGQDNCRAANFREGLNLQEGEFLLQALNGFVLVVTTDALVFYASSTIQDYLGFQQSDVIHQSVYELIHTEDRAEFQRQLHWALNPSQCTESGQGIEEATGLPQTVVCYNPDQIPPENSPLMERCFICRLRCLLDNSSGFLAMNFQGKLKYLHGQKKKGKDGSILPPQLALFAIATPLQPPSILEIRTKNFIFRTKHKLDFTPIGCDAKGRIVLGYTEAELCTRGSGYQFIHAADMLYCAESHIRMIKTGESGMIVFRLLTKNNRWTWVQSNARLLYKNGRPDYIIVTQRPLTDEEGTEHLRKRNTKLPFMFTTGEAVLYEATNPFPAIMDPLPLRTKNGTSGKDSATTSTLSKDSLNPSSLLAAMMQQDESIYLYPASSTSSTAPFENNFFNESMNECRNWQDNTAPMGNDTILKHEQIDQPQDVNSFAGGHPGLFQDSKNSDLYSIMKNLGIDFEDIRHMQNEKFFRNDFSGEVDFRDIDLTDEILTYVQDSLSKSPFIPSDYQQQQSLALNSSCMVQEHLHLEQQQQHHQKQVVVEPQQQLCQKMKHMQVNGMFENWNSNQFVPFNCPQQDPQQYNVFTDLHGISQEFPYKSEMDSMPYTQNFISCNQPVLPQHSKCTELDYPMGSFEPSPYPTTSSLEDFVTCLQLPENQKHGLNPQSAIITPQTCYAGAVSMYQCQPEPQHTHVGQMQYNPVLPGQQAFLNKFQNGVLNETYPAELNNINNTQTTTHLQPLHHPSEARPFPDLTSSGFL
MEP2 TOR yeast – modulators of MEP2-GFP levels in yeast, primary screen, S. cerevisiae, multiplex flow cytometry, MLPCN library | S. cerevisiae MEP2-GFP strain, 3 h; 100% = DMSO control level | GFP response vs DMSO, % at 10 µM | hit rate 0.51% among 330,000 | AID 2016, 2009;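 active = GFP response versus DMSO above a set limit, roughly screen mean plus 3 SD, cut at about 180% in these data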;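 note: median GFP fluorescence of the barcode-gated MEP2-GFP cells per well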
CIT2-GFP yeast – modulators of CIT2-GFP expression in yeast, primary screen, S. cerevisiae, GFP fusion, multiplex flow cytometry, MLPCN library. GFP response vs DMSO, % at 10 µM. hit rate 0.065% among 320,000. S. cerevisiae CIT2-GFP strain, 3 h; 100 means same as DMSO wells. AID 2029, 2009;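 active = GFP response relative to DMSO above a set limit, near the screen mean plus 3 SD, cut at about 150% in these data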;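 note: ratio of well median GFP fluorescence to mean of DMSO wells on the plate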
LAP4-GFP MLPCN – modulators of LAP4-GFP expression in yeast, primary screen, S. cerevisiae, multiplex flow cytometry, MLPCN library; 3 h; median GFP as percent of DMSO wells; hit rate 0.34% among 320,000; AID 2023, 2009; GFP response vs DMSO, % at 10 µM;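 active = GFP response vs DMSO above a set limit, about the screen mean plus 3 SD, cut at about 150% in these data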
AGP1-GFP MLPCN – modulators of AGP1-GFP expression in yeast TOR pathway, primary screen, cell-based, multiplex flow cytometry, S. cerevisiae, MLPCN library; 3 h; GFP as percent of DMSO wells; GFP response vs DMSO, % at 10 µM; hit rate 0.02% among 320,000; AID 2066, 2009;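 active = GFP response relative to DMSO above a set limit, near screen average plus 3 SD, cut at about 150% in these data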;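 note: median GFP channel fluorescence of the gated AGP1 strain per well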
proCasp3 act – activators of human procaspase-3 D3A mutant, primary screen, biochemical, absorbance, PC-3 D3A mutant, single concentration; Caspase-3 (Homo sapiens), P42574; recombinant procaspase-3 D3A, Ac-DEVD-pNA absorbance 405 nm; activation, % at 8.5 µM; hit rate 0.11% among 330,000;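 active = activation above the mean of all tested compounds plus 3 SD, cut at about 21% in these data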;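 note: 0% = DMSO alone and 100% = DMSO wells spiked with extra 5 µM PC-3 D3A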
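Technique: 405 nm absorbance of p-nitroaniline, reads at 0 and 120 min; Test system: Procaspase-3 D3A mutant; Incubation: 1 h enzyme-compound preincubation, then 2 h substrate reaction, 25 °C; Repeats: singlicate, each compound tested once; Benchmarks: low control DMSO wells, high control DMSO plus 5 µM PC-3 D3A.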
RPL19A-GFP yeast – RPL19A-GFP expression modulators in yeast, primary screen, cell-based, S. cerevisiae, multiplex flow cytometry, MLPCN | S. cerevisiae RPL19A-GFP strain, 3 h; stronger effect = lower value | hit rate 0.3% among 330,000 | AID 2025, 2009 | percent response vs DMSO, % at 10 µM;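 active = percent response vs DMSO below 50%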;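 note: median channel GFP fluorescence of the barcoded RPL19A-GFP strain; ratio of sample median GFP to plate DMSO average so 100% = DMSO; lower means less RPL19A-GFP as with rapamycin TOR inhibition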
proCasp7 act – procaspase-7 activators, primary screen, counter-screen for procaspase-3 activator project, biochemical, absorbance, HTS, human; activation, % at 8.5 µM; AID 463210, 2010; recombinant procaspase-7, Ac-DEVD-pNA absorbance 405 nm; D23A/D198A/D206A triple mutant, cannot self-cleave; scale: DMSO 0, 5 µM enzyme 100; Caspase-7 (Homo sapiens), P55210; hit rate 0.093% among 330,000;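 active = percent activation above the screen-wide mean plus 3 SD, cut at about 25% in these data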
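Material: Procaspase-7 triple mutant (PC-7 D3A) | Quantity: 2 µM procaspase-7 mutant as dispensed | Reagent: DEVD-pNA substrate | Times: 1 h preincubation, 2 h reaction | Technique: 405 nm absorbance of p-nitroaniline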
* = called active by the depositor; · = no result given.

SMILES	AHR act	MEP2 TOR yeast	CIT2-GFP yeast	LAP4-GFP MLPCN	AGP1-GFP MLPCN	proCasp3 act	RPL19A-GFP yeast	proCasp7 act
O=C(Cn1nnc(-c2cccc(C(F)(F)F)c2)n1)N1CCCCCC1	13	113	91	100	85	-12	101	-6
Cc1cccc(Nc2c(F)c(F)c(F)c(F)c2C(=O)O)c1	3	98	96	109	109	-4	101	4
CCOc1ccc(CNC(=O)Cn2c(=O)c3cccn3c3ccccc32)cc1	-1	99	100	96	101	-6	100	14
Cc1ccc(S(=O)(=O)N(C)c2nc3ccccc3n3c(C(C)C)nnc23)cc1	7	111	94	91	96	7	98	4
O=C(NCCCn1ccnc1)C(=O)NCC1OCCN1S(=O)(=O)c1ccc(F)cc1 (configuration not stated)	9	96	89	104	96	-8	102	-1
COc1ccc(NC(=O)Cn2ncn3c(cc4ccccc43)c2=O)c(OC)c1OC	8	104	102	94	27	8	101	9
COc1cc2c(cc1OC)CN(C(=O)c1ccc(OC)c([N+](=O)[O-])c1)CC2	10	91	98	89	100	6	93	4
O=S(=O)(c1ccc(F)cc1)N1CCN(Cc2cc3c(cc2Br)OCCO3)CC1	3	108	94	112	100	0	99	-3
CC(C)c1c(O)cc(-c2ccncc2)n(-c2ccc(Cl)cc2)c1=O	-5	97	89	79	86	-1	101	1
COc1ccc(C(=O)NCc2ccc(-c3nc4ccccc4s3)cc2)cc1OC	-2	111	117	118	115	3	113	-1
Cc1ccc(CSc2nnc(NC(=O)C3=COCCO3)s2)cc1	3	98	91	102	95	7	99	3
O=C(CNC1CCCC1)Nc1cc(Cl)ccc1[N+](=O)[O-]	7	102	92	111	105	10	102	2
CC12CN3CC(C)(CN(C1)C3c1cc(Br)ccc1O)C2=O (configuration not stated)	3	106	106	92	96	-2	104	1
O=C(OCC(=O)c1c[nH]c2ccccc12)c1cc(Br)ccc1O	8	98	111	104	107	1	99	6
COc1ccc(Nc2cc(C(=O)NCCCN3CCOCC3)c3ccccc3n2)cc1OC	25	96	·	90	98	3	100	-9
O=C(Nn1cnnc1)c1ccc([N+](=O)[O-])cc1	1	97	102	112	96	1	105	0
COc1ccc(NC(=S)NCc2cccs2)c(OC)c1	4	100	99	97	105	-7	102	-1
Cc1ccc(C(=O)Nc2cnc3ccccc3c2)cc1	44	83	88	83	·	-3	95	-4
Cc1ccc(-c2nc(=O)[nH]c3ccc(Br)cc23)cc1	·	108	102	100	104	·	105	·
Cc1n[nH]c(=O)c2ccccc12	-5	102	101	105	105	3	99	7

Ordered by length of the SMILES (lowest first): twelve of the compounds above.
SMILES	AHR act	MEP2 TOR yeast	CIT2-GFP yeast	LAP4-GFP MLPCN	AGP1-GFP MLPCN	proCasp3 act	RPL19A-GFP yeast	proCasp7 act
Cc1n[nH]c(=O)c2ccccc12	-5	102	101	105	105	3	99	7
COc1ccc(NC(=S)NCc2cccs2)c(OC)c1	4	100	99	97	105	-7	102	-1
O=C(Nn1cnnc1)c1ccc([N+](=O)[O-])cc1	1	97	102	112	96	1	105	0
Cc1ccc(CSc2nnc(NC(=O)C3=COCCO3)s2)cc1	3	98	91	102	95	7	99	3
O=C(CNC1CCCC1)Nc1cc(Cl)ccc1[N+](=O)[O-]	7	102	92	111	105	10	102	2
O=C(OCC(=O)c1c[nH]c2ccccc12)c1cc(Br)ccc1O	8	98	111	104	107	1	99	6
CC(C)c1c(O)cc(-c2ccncc2)n(-c2ccc(Cl)cc2)c1=O	-5	97	89	79	86	-1	101	1
COc1ccc(C(=O)NCc2ccc(-c3nc4ccccc4s3)cc2)cc1OC	-2	111	117	118	115	3	113	-1
COc1ccc(NC(=O)Cn2ncn3c(cc4ccccc43)c2=O)c(OC)c1OC	8	104	102	94	27	8	101	9
O=S(=O)(c1ccc(F)cc1)N1CCN(Cc2cc3c(cc2Br)OCCO3)CC1	3	108	94	112	100	0	99	-3
O=C(NCCCn1ccnc1)C(=O)NCC1OCCN1S(=O)(=O)c1ccc(F)cc1 (configuration not stated)	9	96	89	104	96	-8	102	-1
COc1cc2c(cc1OC)CN(C(=O)c1ccc(OC)c([N+](=O)[O-])c1)CC2	10	91	98	89	100	6	93	4

(next part)
SMILES	AHR act	MEP2 TOR yeast	CIT2-GFP yeast	LAP4-GFP MLPCN	AGP1-GFP MLPCN	proCasp3 act	RPL19A-GFP yeast	proCasp7 act
COc1ccc(CCNC2CCC(c3ccccc3)CC2)cc1 (configuration not stated)	1	104	101	98	95	6	103	-3
O=C(CSc1nnc(-c2ccco2)o1)c1ccc[nH]1	22	99	105	123	101	-3	99	-6
O=C(COC(=O)c1ccc([N+](=O)[O-])o1)NCc1ccccc1	0	93	96	94	102	3	98	7
CCn1c(CSc2nc(C)cs2)nc2cc(S(=O)(=O)N(C)C)ccc21	0	109	94	100	105	1	94	11
CCOc1ccc(N(CC(=O)O)S(=O)(=O)c2cccnc2)cc1	-2	114	102	97	99	-3	97	1
COCCNC(=O)CCCn1c(=O)c2cc(OC)c(OC)cc2n(CC(=O)Nc2ccc(C)c(F)c2)c1=O	3	102	102	107	101	-6	101	-3
COc1cc2cc(Oc3ccc4ccc(=O)oc4c3)c(=O)oc2cc1OC(=O)C=C(C)C	-2	94	105	126	95	-5	102	5
O=[N+]([O-])c1ccc2[nH]c(O)c(N=NC(=S)NCC3CCCO3)c2c1 (configuration not stated)	32	122	99	95	109	-2	114	0
COc1cc(NS(=O)(=O)c2ccc(NC(=O)C3CCCO3)cc2)nc(OC)n1 (configuration not stated)	-1	94	104	96	96	9	90	10
Cc1ccc(Cl)cc1N1CCN(C(=O)Cn2ccc3ccccc3c2=O)CC1	-2	102	95	107	98	-8	95	6
O=C(NCCCN1CCOCC1)c1ccc2nc(Cc3ccccc3F)oc2c1	·	104	98	88	97	·	110	·
CCOC(=O)Cc1csc(SCC(=O)N(CC(C)C)c2c(N)n(Cc3ccccc3)c(=O)[nH]c2=O)n1	-1	99	93	99	102	-1	96	13
CCc1cc2c(=O)[nH]c(N3CCOCC3)nc2s1	6	97	89	100	101	-1	99	5
O=C(NCc1cccnc1)/C(=C/c1ccc([N+](=O)[O-])cc1)NC(=O)c1ccccc1	2	99	98	97	96	1	96	3
COc1cc(NC(=O)C/C(C)=N/NC(=O)c2cccs2)c(OC)cc1Cl	64*	102	97	98	101	-7	101	7
COc1ccccc1NC(=O)c1cnc(SCC(=O)NCC2CCCO2)n(C)c1=O (configuration not stated)	24	106	104	130	113	1	105	11
CC(=O)C1=C(O)C(=O)N(CO)C1c1ccccc1F (configuration not stated)	-6	98	87	106	117	6	88	2
c1ccc2c(Nc3nc(-c4ccncc4)nc4ccccc34)cccc2c1	51*	100	·	·	·	2	101	4
CN1C/C(=C\c2ccc(N3CCOCC3)cc2)C(=O)/C(=C/c2ccc(N3CCOCC3)cc2)C1	2	113	111	98	111	-10	111	-5
COc1ccc(CCN2CC(C(=O)NCCc3ccc(F)cc3)CCC2=O)cc1 (configuration not stated)	0	95	99	97	97	2	97	-9
CSCc1c(C(=O)NC2CCCc3ccccc32)oc2ccccc12 (configuration not stated)	5	107	96	111	104	1	96	6
Cc1ccc(NC(=S)N2CCCN(Cc3ccc(F)cc3)C2)c(C)c1	2	107	100	105	97	-2	101	-5
COc1ccc(C(=O)NCc2ccc3c(c2)OCO3)cc1S(=O)(=O)NCc1ccc(Cl)cc1	0	103	108	92	110	10	100	1
CN(C)CCCNc1ncc(C(F)(F)F)cc1Cl	1	97	100	96	100	5	96	-5
Cc1oc2c(cc(NS(=O)(=O)c3ccc(C(C)C)cc3)c3ccccc32)c1C(=O)O	17	103	96	95	85	-2	86	-1
CCOc1ccccc1CNc1ccc(N2CCOCC2)c(C(=O)O)c1	3	96	107	97	99	4	97	-14
CCOc1ccc(CN(C)C(=O)CNC(=O)c2ccc(Br)o2)cc1OC	1	97	98	109	102	-6	97	4
CCOC(=O)N/N=C1\CC(C)CC(C)(C)C1 (configuration not stated)	8	104	83	100	96	6	98	5
CN1Cc2c(N)cccc2C(c2ccccc2)C1 (configuration not stated)	0	97	101	106	103	3	102	11
O=S(=O)(Nc1ccc(O)c(NS(=O)(=O)c2ccccc2)c1)c1ccccc1	-3	100	100	102	112	-3	107	-14
CCC(C)[C@H](NC(=O)NCc1ccc(S(N)(=O)=O)cc1)C(=O)OC (some centres not stated)	-1	104	103	90	102	9	103	-5
CCCCNC(=O)[C@H](CSCc1ccccc1)N1Cc2ccccc2C1=O	0	103	100	93	101	-1	98	-6
Cc1cccc(NC(=S)NN(Cc2ccccc2)c2ccccc2)c1C	116*	94	·	86	96	2	99	15
CCOC(=O)CSc1nnc(SCCN2C(=O)c3ccccc3C2=O)s1	1	100	105	106	107	5	101	3
Cc1ccc(NS(=O)(=O)c2cccc(C(=O)O)c2)c(C)c1	-1	109	102	99	112	8	102	-8
Cc1ccc(NC(=O)COC(=O)C2CC(=O)N(Cc3ccccc3)C2)cc1F (configuration not stated)	2	101	109	94	94	10	102	9
O=C(NC(=S)Nc1ccc(Br)c(Cl)c1)C1CC1	·	104	92	98	94	·	103	·
Cc1c(CCC(=O)N2CCC(C(=O)O)CC2)c(=O)oc2cc3oc4c(c3cc12)CCCC4	-2	107	114	108	108	7	104	1
Cc1noc(C(=O)Nc2sc3c(c2C#N)CCC3)c1Cl	47*	97	97	99	93	0	98	-9
O=S(=O)(c1ccccc1)[C@@]1(c2ccccc2)C[C@@H]2ON=C(c3cccc(-c4ccccc4)c3)[C@@H]2C1	-2	94	106	121	92	-4	101	5
O=C(NCCCNC(=O)c1cnccn1)c1ccc(Br)cc1	3	105	105	95	103	-3	101	8
CCOC(=O)C1(Cc2ccc(OC)cc2)CCN(S(C)(=O)=O)CC1	6	107	70	92	93	5	93	-5
